Screens (PubChem BioAssay)
IL1B secr inh – blocks inflammasome-driven IL-1 beta release; THP-1 LPS/ATP IL-1B secretion, AlphaLISA, 16 h; active compounds read low; activity change, % at 57.5 µM; 4.7% of 360,000 active; AID 743279; in the data active means activity change below about -50%; inconclusive means mostly about -30% to -49%; further: on the % scale 0 is the no-effect control and ±100 the full control effect
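Secreted IL-1B measured by AlphaLISA bead assay after 16 h compound exposure of THP-1 cells; compounds (final up to 57.5 uM) added 1 h before LPS (250 ng/mL) and ATP (1.25 mM) stimulation; lower signal means less secretion.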
WRN helicase inh – inhibitors of human WRN helicase; AID 651768; WRN helicase unwinding, fluorescent forked duplex, kinetic; Potency, µM (highest dose often 114 µM), for the others: at the top dose activity change, negative = inhibition, actives largely listed as inhibitors; 0.46% of 360,000 active; Q14191; further: potency means the concentration at half of the fitted maximal effect; on the % scale 0 is the no-effect control and ±100 the full control effect; nearly all actives have a fitted effect of over 55% in size
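Primary qHTS, 1536-well format. 20 nM WRN + compound, 15 min RT; start with 100 nM forked fluorophore/quencher duplex, 2 mM ATP (final); kinetic read ex 525/em 598 nm.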
MCF10A rerep – inducers of DNA re-replication in MCF 10A breast cells | MCF 10A DNA re-replication, Hoechst nuclear intensity, 48 h | Potency, µM (series often up to 46.1 µM), inactives show at the highest dose activity, positive = re-replication, actives largely listed as activators | 2.9% of 350,000 active | AID 624296; further: potency means the concentration at half of the fitted maximal effect; % of control where 0% means no effect; nearly all actives have a fitted effect of over 50% in size
KB-3-1 tox – kills parental KB-3-1 adenocarcinoma cells; KB-3-1 viability, CellTiter-Glo ATP luminescence, 72 h; Potency, µM (series often up to 46.1 µM), for inactives: at the highest dose activity change, negative = cytotoxic, actives largely listed as cytotoxic; 1.4% of 400,000 active; AID 1347075; further: potency means the concentration at half of the fitted maximal effect; on the % scale 0 is the no-effect control and ±100 the full control effect; nearly all actives have a fitted effect of over 60% in size
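Cytotoxicity in the drug-sensitive parental line KB-3-1 was scored as loss of CellTiter-Glo luminescence following 72 h incubation with compound. Values come from curve fitting of normalized concentration-response data.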
HT1080-NT tox – kills 2HG-producing HT-1080-NT fibrosarcoma cells; 1.6% of 360,000 active; HT-1080-NT fibrosarcoma viability, CellTiter-Glo ATP luminescence, 48 h; Potency, µM (top dose mostly 46.1 µM), for inactives: at the top dose activity, negative = less viability, usual class: cytotoxic;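 further: NT is the 2HG producing partner of a matched IDH1 knockdown line; potency means the concentration at half of the fitted maximal effect; 0% = DMSO-treated cells and -100% = media-only wells without cells; nearly all actives have a fitted effect of over 55% in size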
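750 cells/well, RPMI + 5% FBS; 2 h settle, compound pin-transfer, 48 h at 37 degrees C. CellTiter-Glo 10 min RT, luminescence. Normalized to DMSO and media-only wells.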
HT1080 IDH1KD tx – HT-1080 IDH1 knockdown cell toxicity (counter line) | HT-1080 IDH1 knockdown viability, ATP luminescence, 48 h | Potency, µM (titrated, usually from 46.1 µM), for inactives: top-dose activity, negative = toxicity, usual class: cytotoxic | 2% of 360,000 active | AID 686971;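 further: potency means the concentration at half of the fitted maximal effect; 0% = DMSO wells and -100% = cell-free medium wells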
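IDH1KD HT-1080 cells, 750/well, RPMI + 5% FBS; compound pinned after 2 h settling; 48 h, 37 °C; CellTiter-Glo luminescence; % activity normalised to DMSO and no-cell wells; curves fitted, classed by r2 and efficacy.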
ATXN2 expr inh – reduces ATXN2 reporter expression in HEK-293 cells; Potency, µM (titrated, usually from 57 µM), for the others: at the highest dose activity change, negative = inhibition, usual class: inhibitors; 0.72% of 360,000 active; HEK-293 ATXN2-luciferase reporter, luminescence, 24 h; further: potency means the concentration at half of the fitted maximal effect; on the % scale 0 is the no-effect control and ±100 the full control effect; nearly all actives have a fitted effect of over 55% in size
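ATXN2-luciferase reporter cells (luciferase flanked by upstream and downstream ATXN2 gene portions) were treated 24 h at 37 °C with compounds at up to 57 uM. SteadyGlo luminescence gave expression; GF-AFC fluorescence gave viability.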
KB-V1 MDR tox – kills drug-selected multidrug resistant KB-V1 cells; Potency, µM (titrated, usually from 46.1 µM), without a hit: at the top dose activity change, negative = cytotoxicity, most hits filed as cytotoxic; KB-V1 MDR cells viability, CellTiter-Glo, 72 h; 3.4% of 400,000 active; further: potency means the concentration at half of the fitted maximal effect; on the % scale 0 is the no-effect control and ±100 the full control effect; nearly all actives have a fitted effect of over 60% in size
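Cytotoxicity toward P-gp-expressing KB-V1 cells was determined as loss of CellTiter-Glo luminescence after 72 h at 37 degrees C. Compounds were tested in quantitative HTS format across a concentration range, with curves fitted to normalized data.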
SW480 rereplic – induces DNA re-replication in SW480 colon adenocarcinoma cells; SW480 DNA re-replication, Hoechst DNA content imaging, 48 h; Potency, µM (highest dose often 46.1 µM), without a hit: at the top dose re-replication activation, hits mostly activators; AID 624297; 1.8% of 340,000 active; further: potency means the concentration at half of the fitted maximal effect; % of control where 0% means no effect; nearly all actives have a fitted effect of over 55% in size
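Hoechst fluorescence of nuclei (405 nm excitation, 500-530 nm emission) measured by plate-scanning imager after 48 hr compound exposure at 37 C; re-replication scored as increased number of nuclei with elevated intensity.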
An asterisk follows results filed as active; ? = inconclusive; · = not tested or not shown; & = joins results of further samples; [ ] = another dose, or the depositor's remark. Unless noted, the call rests on the fitted dose curve; in most records, active means well fitted curve in the direction sought with a large enough effect; inconclusive means small, poorly fitted or top-dose-only effect, or another doubt; inactive means no such curve, though single readings can be large; an effect the other way counts as inactive or inconclusive.

SMILES	IL1B secr inh	WRN helicase inh	MCF10A rerep	KB-3-1 tox	HT1080-NT tox	HT1080 IDH1KD tx	ATXN2 expr inh	KB-V1 MDR tox	SW480 rereplic
CC(C)(C)C(=O)/C=C(N)/C=C/c1ccccc1	-4	-11%	?	0%	-18%	-22%	48%[activator]	?	3%
O=C(c1ccccc1)c1ccc(O)c(O)c1O	-7	28µM*	14%	0%	0%	0%	5%	-9%	2%
COc1ccccc1NC(=O)COC(=O)Cc1c[nH]c2ccccc12	29	-14%	0%	4%	5%	-15%	0%	0%	-10%
CN1CCN(C(=O)c2cc3ccccc3[nH]2)CC1	9	1%	1%	0%	14%	3%	·	15%	-6%
COc1ccccc1CN1[C@@H](CC(=O)O)c2cc(F)ccc2S1(=O)=O	38	-5%	5%	3%	12%	-1%	-5%	-6%	-10%
CC1=C(C(=O)N(C)C)CC(CC(=O)NC2CCCC2)C(=O)N1Cc1ccc(F)cc1 (stereo not drawn)	2	1%	·	-29%	3%	5%	3%	0%	·
CC1=C(C(=O)Nc2ccccc2)C(c2ccccn2)n2nc(CCCO)nc2N1 (stereo not drawn)	7	0%	-5%	7%	-2%	0%	5%	14%	-17%
Cc1ccc(S(=O)(=O)N(C)CC(=O)Nc2nc3ccccc3s2)cc1	10	-10%	?	-11%	-2%	-21%	-9%	-22%	6%
Clc1ccccc1N=C1NN=C(c2cccs2)CS1	-77*	-5%	10%	0%	?	?	101%[activator]	?	0%
CC(C)C[C@H]1CN([C@@H](Cc2ccc(O)cc2)CN2CCC[C@@H]2CN2C(=O)C(=O)NC[C@@H]2Cc2ccccc2)C(=O)C(=O)N1CC1CCCCC1	?	2%	20%	-1%	-18%	-22%	?	8%	4%
COCCNC(=O)c1ccc(CS(=O)(=O)c2ccccc2)o1	10	-14%	0%	-2%	0%	2%	-2%	7%	-5%
CC(C)(C)NC(=O)C(=O)NN=C1CCCCCCCCCCC1	-12	-5%	1%	8%	4%	7%	14%	?	-6%
COc1ccc(Cc2nc(=S)[nH][nH]2)cc1Br	23	-12%	-40%[inhibitor]	3%	0%	1%	-5%	-3%	?
Cc1c(C)c2ccc(OC3CCCCC3=O)cc2oc1=O (stereo not drawn)	-14	5%	14%	0%	16%	9%	33%	-5%	-16%
C=CCn1c(SC(C)C#N)nc2sc(CC)cc2c1=O (stereo not drawn)	-3	-2%	9%	-4%	-1%	0%	-17%[11.3 µM]	?	-9%

Structures listed above shown as hits in WRN helicase inh.
smiles	IL1B secr inh	WRN helicase inh	SW480 rereplic
O=C(c1ccccc1)c1ccc(O)c(O)c1O	-7	28µM*	2%

The results go on.
SMILES	IL1B secr inh	WRN helicase inh	MCF10A rerep	KB-3-1 tox	HT1080-NT tox	HT1080 IDH1KD tx	ATXN2 expr inh	KB-V1 MDR tox	SW480 rereplic
COCCNC(=O)CCC(=O)NNc1nc2ccccc2c2nc(-c3ccccc3)nn12	0	9%	-1%	-5%&-3%	-12%	-6%	12%	0%&-4%	-7%
COc1ccc(-n2nnnc2/C(=C/N(C)C)C(=O)c2ccccc2)cc1	-7	0%	-1%	-15%	4%	4%	-16%	2%	-7%
Cc1cc(NC(=O)c2sc(Nc3ccc(F)cc3)nc2N)no1	-11	-3%	-1%	-5%	5%	18%	27%	-1%	-1%
COc1ccccc1Nc1nnc(SCC(=O)c2cc(C)n(CC3CCCO3)c2C)s1 (stereo not drawn)	-12	-1%	27%	4%	10%	-3%	18%	4%	?
C[C@H](CO)N1C[C@H](C)[C@@H](CN(C)S(=O)(=O)c2ccccc2)Oc2ccc(NC(=O)Nc3ccccc3)cc2C1=O	123	-4%	-13%	-2%	-15%	-22%	?	19%	-2%
COc1ccc(C(=O)NNC(=O)c2ccccc2[N+](=O)[O-])cc1	1	-6%	-7%	-1%	20%	19%	29%	13%	-2%
CCO/C=C1\C(=O)N(CC)c2ccccc21	11	-4%	-1%	11%	-13%	-4%	0%	-2%	-3%
O=C(NC1CCCCCCC1)c1cccc(Cl)c1	?	-7%	4%	3%	10%	0%	70%[activator]	-5%	?
Nc1cccc(-c2cccc3nncn23)c1	-11	12%	·	0%	14%	?	1%	3%	·
Cc1cc(NC(=O)c2ccno2)no1	1	3%	-32%[inhibitor]	6%	1%	0%	2%	?	-11%
CC(=O)N1CC[n+]2c(-c3ccc(Cl)cc3)csc21	-2	22%	3%	0%	-5%	-4%	-21%	2%	-3%
COc1ccccc1-c1nnc(SCC(=O)Nc2ccc(N3CCOCC3)cc2)n1N	20	-1%[11.6 µM]	-2%	0%	6%	5%	22%	15%	-1%
CC(=O)OC1CC(C)(C)N(OC(=O)c2ccccc2)C(C)(C)C1	-26	-12%	3%	1%	0%	0%	-13%	-21%	0%
COc1ccc(-c2nnn(CC(=O)N(Cc3ccccc3Cl)C(C(=O)NCC3CCCO3)c3ccco3)n2)cc1OC (stereo not drawn)	-22	-7%	9%	9%	-5%	-27%	-9%	?	9%
CCOCCCNC(=O)C(NC(=O)c1ccc(=O)[nH]c1)c1ccccc1 (stereo not drawn)	1	-25%[57.1 µM]	4%	1%	15%	6%	0%	-7%	18%
Cc1ccn2c(CNC(C)CCn3cccn3)c(C(=O)N3CCCCCC3)nc2c1 (stereo not drawn)	1	4%	1%	2%	18%	2%	-11%	-4%	-9%
CN(C(=O)c1ccncc1)C1CCCCC1	16	8%	0%	-2%	8%	8%	2%	7%	-1%
Cc1nc2ncnn2c(N2CCCC(C(=O)Nc3ccccc3Br)C2)c1C (stereo not drawn)	8	5%	4%	-30%	-18%	-26%	-35%	10µM*	-7%
O=C(C[C@H]1CC[C@H]2[C@@H](COC[C@@H](O)CN2S(=O)(=O)c2ccc(F)cc2)O1)N[C@@H]1CCN(Cc2ccccc2)C1	-10	6%	·	12%	3%	14%	·	5%	·
O=C1c2cccc3cccc(c23)C(=O)N1CC1CCN(CC(O)COc2ccc3ccccc3c2)CC1 (stereo not drawn)	-95*	6%	?	?	18µM*	15µM*	?	-10%	?
CC(C)(C)c1ccc(S(=O)(=O)NCC(=O)N2CCCC2)cc1	-10	-30%	-3%	-4%	0%	2%	-7%	-16%	5.8µM*
Cc1cc(C)c(C)c(OCCCn2ccnc2)c1	10	9%	-1%	-7%	0%	-22%	-7%	-23%	-7%
COCCNC(=O)c1cnn2c(C(F)F)cc(-c3ccccc3)nc12	2	?	?	26%	-4%	0%	-21%	-30%	15µM*
Cc1ccc2nc(N/C(=N/S(=O)(=O)c3ccc(F)cc3F)c3ccccc3)sc2c1	37	8%	18%	7%	-7%	-3%	75%[activator]	-9%	-10%
CC(C)(O)C(=O)NN(C(=O)c1ccccc1)c1ccc2ccccc2c1	4	-3%	4%	-9%	-1%	-1%	10%	-3%	2%
O=c1cc(-c2ccncc2)oc2ccccc12	-77*	-1%	18%	3%	-13%	-5%	16%	?	-5%
COc1ccccc1Cn1c(-c2ccco2)nc2nc3ccccc3nc21	-19	-1%	16%	1%	15%	18%	6%	-20%	5%
C=CCN1CCN(C(c2ccccc2OC)c2nnnn2C(C)(C)C)CC1 (stereo not drawn)	19	3%[57.1 µM]	-4%	-4%	0%	18%	4%	?	-6%
CCOc1ncccc1C(=O)Nc1ccc(Cl)c(S(=O)(=O)N2CCCC2)c1	5	11%	3%	?	-1%	12%	-25%	?	-2%
COc1ccc(N2CCN(C(CNC(=O)C(C)(C)C)c3ccco3)CC2)cc1 (stereo not drawn)	-7	1%	3%	-3%	4%	6%	8%	-1%	-11%

Part of the list above, showing only HT1080 IDH1KD tx and ATXN2 expr inh.
canonical_smiles | HT1080 IDH1KD tx | ATXN2 expr inh
Cc1ccc2nc(N/C(=N/S(=O)(=O)c3ccc(F)cc3F)c3ccccc3)sc2c1 | -3% | 75%[activator]
CC(C)(O)C(=O)NN(C(=O)c1ccccc1)c1ccc2ccccc2c1 | -1% | 10%
O=c1cc(-c2ccncc2)oc2ccccc12 | -5% | 16%

(more compounds)
SMILES	IL1B secr inh	WRN helicase inh	MCF10A rerep	KB-3-1 tox	HT1080-NT tox	HT1080 IDH1KD tx	ATXN2 expr inh	KB-V1 MDR tox	SW480 rereplic
CCCCNC(=O)Nc1ccccc1C(=O)NCc1ccco1	-15	-13%	0%	0%	6%	1%	3%	-8%	-3%
CC(=O)c1ccc(NC(=O)/C(C#N)=C/c2ccncc2)cc1	0	6%	-24%	5%	0%	2%	-8%	?	-13%
CC1(C)COC(Cc2ccccc2)=N1	6	4%	·	?	-2%	8%	·	1%	·
O=C1CC(C(=O)Nc2ccccc2C(=O)O)C(c2ccccc2)O1 (stereo not drawn)	0	-4%	-4%	0%	14%	15%	1%	16%	-4%
COc1ccccc1CNCCS(=O)(=O)NCc1ccccc1OC	2	2%	-6%	2%	-1%	-3%	1%	0%	-25%
Cc1ccc(C(=O)N/C(=C\c2ccco2)C(=O)N2CCSCC2)cc1C	-2	-12%	-1%	2%	2%	0%	-7%	-5%	-4%
O=C(COC(=O)C1COc2ccccc2O1)Nc1ccccc1OC(F)F (stereo not drawn)	41	-7%	6%	3%	-1%	7%	·	21%	-7%
O=C(Nc1ccc(S(=O)(=O)Nc2ncccn2)cc1)c1cncc(Br)c1	7	?	10%	4%	-5%	-1%	-7%	0%	12%
Cc1cc(SCC2=NNC(=O)C2)c(Cl)cc1Cl	0	-4%	13%	-10%	0%	-7%	-19%	2%	-2%
CCCCNC(=O)COC(=O)C1CCN(S(=O)(=O)c2ccc3c(c2)OCCO3)CC1	-6	3%	0%	-11%	4%	-2%	-4%	-13%	12%

Hits appear at their usual frequency; about 12% have a hit in one of these screens.
